Screening data (PubChem)
Tb hexokinase: Trypanosoma brucei hexokinase 1 inhibitors, primary screen, biochemical, G6PDH-coupled NADH absorbance, MLSCN library | hit rate 0.11% among 220,000 | inhibition, % at 10 µM | hexokinase 1 [Trypanosoma brucei] | recombinant TbHK1, G6PDH-coupled NADH A340;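 active = inhibition of 50% or more in the single-dose primary screen; inactive = inhibition below 50%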
FXIa inh 1536: human FXIa protease inhibitors, primary screen, biochemical, 1536-well. purified FXIa, Boc-Glu-Ala-Arg-AMC fluorogenic substrate. inhibition, % at 5 µM. hit rate 0.14% among 220,000. Coagulation factor XI (Homo sapiens), P03951;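 active = inhibition of at least 40%; inactive = inhibition below 40%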;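 note: fluorescence of freed AMC excited at 355 nm; 0% = enzyme without compound and 100% = no enzyme blank; many of its hits are not listed in these tables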
Target sequence (P03951 19-387 limits assumed): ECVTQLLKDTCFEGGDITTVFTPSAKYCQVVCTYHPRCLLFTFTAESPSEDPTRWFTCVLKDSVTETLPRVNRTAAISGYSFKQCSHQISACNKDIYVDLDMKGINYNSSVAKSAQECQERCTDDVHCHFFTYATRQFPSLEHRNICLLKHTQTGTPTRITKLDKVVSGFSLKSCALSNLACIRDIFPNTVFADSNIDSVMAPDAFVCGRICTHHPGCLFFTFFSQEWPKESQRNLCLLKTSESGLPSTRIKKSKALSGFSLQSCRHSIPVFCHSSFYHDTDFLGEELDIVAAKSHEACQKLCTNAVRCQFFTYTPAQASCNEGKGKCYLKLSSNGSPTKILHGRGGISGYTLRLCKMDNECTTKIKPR
Target sequence (P03951 388-625 limits assumed): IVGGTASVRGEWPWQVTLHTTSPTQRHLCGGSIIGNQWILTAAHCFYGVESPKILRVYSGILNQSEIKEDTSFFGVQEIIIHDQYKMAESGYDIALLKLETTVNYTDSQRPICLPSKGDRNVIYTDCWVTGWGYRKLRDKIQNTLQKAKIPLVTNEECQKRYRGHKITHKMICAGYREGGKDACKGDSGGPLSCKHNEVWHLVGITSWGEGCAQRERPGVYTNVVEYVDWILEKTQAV
Wee1 degr inh: Wee1 degradation inhibitors, primary screen, cell-based, HeLa, Wee1K328M-luciferase, luminescence. hit rate 1.2% among 220,000. AID 1321, 2008. HeLa Luc-Wee1K328M stability; 100% = proteasome inhibitor MG132 effect. reporter increase, % at 5 µM;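 active = activation above the mean of all tested compounds plus 3 SD, set per screening run, cut at about 8.8% in these data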;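 note: cells exposed to compound for 20 h before luminescence read; 0% = DMSO alone and 100% = MG132 at 30 µM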
PPC-1+TRAIL kill: compounds killing PPC-1 cancer cells with TRAIL present, primary screen, TRAIL potentiator project, ATPLite luminescence, uHTS; PPC-1 cells + TRAIL, ATPLite viability luminescence; cell killing (% activity), % at 4 µM; hit rate 0.41% among 220,000; AID 1443, 2008;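 active = cell killing above 50% in the first pass at 4 µM, then a duplicate retest at 5 µM averaging 50% or more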;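 note: plate controls were cells with TRAIL plus DMSO for no effect and medium-only wells lacking cells for full effect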
PGE2 EP2 inh: human EP2 receptor antagonists, primary screen, TR-FRET cAMP, C6 glioma cells; Prostaglandin E2 receptor EP2 subtype (Homo sapiens), P43116; hit rate 0.52% among 260,000; C6 glioma cells expressing human EP2; cells stimulated with saturating PGE2; inhibition, % at 25 µM;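 active = percent inhibition above 40 after rounding to a whole number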;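 note: rat C6 glioma host cells with rolipram phosphodiesterase inhibitor present; the protocol text gives 20 µM as final concentration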
Target sequence (P43116 whole entry, looked up): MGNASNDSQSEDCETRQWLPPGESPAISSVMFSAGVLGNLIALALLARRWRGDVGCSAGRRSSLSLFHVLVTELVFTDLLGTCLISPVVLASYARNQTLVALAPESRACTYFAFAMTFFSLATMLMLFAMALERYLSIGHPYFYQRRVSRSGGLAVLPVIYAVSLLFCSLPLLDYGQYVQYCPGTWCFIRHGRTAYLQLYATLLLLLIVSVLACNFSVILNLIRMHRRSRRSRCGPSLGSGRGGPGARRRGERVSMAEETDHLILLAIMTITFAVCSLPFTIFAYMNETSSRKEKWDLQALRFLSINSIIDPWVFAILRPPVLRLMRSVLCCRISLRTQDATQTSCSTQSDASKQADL
CHOP inhibitor: inhibitors of CHOP promoter induction, primary screen, cell-based, unfolded protein response, luciferase reporter | CHO-K1 CHOP-promoter luciferase, tunicamycin-induced, 15-18 h | inhibition, % at 10 µM | hit rate 3.8% among 220,000 | AID 2732, 2010;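 active = compounds that reduced the stress-induced luciferase reporter signal by more than about 70% of percent inhibition, limit read from the data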;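 note: 0% = tunicamycin plus vehicle and 100% = wells without tunicamycin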
L929 necroptosis: inhibitors of zVAD-triggered necroptosis, primary screen, L929 cells; L929 zVAD necroptosis rescue, ATP luminescence, 24 h; with zVAD 60 µM; viability rescue, % at 10 µM; hit rate 0.38% among 220,000; AID 1377, 2008;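 active = activation, scaled between plate controls, above about 75%, limit read from the data; inactive = activation under that limit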;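 note: 0% = zVAD with DMSO and 100% = DMSO alone without zVAD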
FXIIa inh: human FXIIa protease inhibitors, primary screen, biochemical, 1536-well; Coagulation factor XII (Homo sapiens), P00748; purified FXIIa, Boc-QGR-AMC fluorogenic substrate, 2 h; inhibition, % at 5 µM; hit rate 0.3% among 220,000; AID 800, 2007; in the data active = inhibition above about 40%;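 note: 0% = enzyme with no compound and 100% = blank without enzyme; many of its hits are not listed in these tables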
TNF death inh: inhibitors of TNF-alpha triggered necroptosis, primary screen, cell-based, Jurkat FADD-/-, single concentration. hit rate 0.068% among 220,000. activation (protection from cell death), % at 10 µM. Jurkat FADD-/- TNF necroptosis rescue, ATP luminescence, 24 h; 0 = TNF only, 100 = no-TNF cells;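 active = activation, meaning protection from cell death, of at least 50% relative to plate controls; inactive = activation below 50%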;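 note: necroptosis triggered by 40 ng/mL TNF-alpha added together with compound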
* = called active by the depositor; / = no result given; & = joins results of further samples; [ ] = dose if it differs, or a comment. This is a subset; rates above refer to the full screens.

SMILES	Tb hexokinase	FXIa inh 1536	Wee1 degr inh	PPC-1+TRAIL kill	PGE2 EP2 inh	CHOP inhibitor	L929 necroptosis	FXIIa inh	TNF death inh
CCOc1ncccc1C(=O)OCc1cn2cc(Cl)ccc2n1	5.0	0.8	-1.0	2.7	11.8	0.4	1.0	-2.5	1.4
CC(=O)/C(=N/Nc1ccccc1C)N1CCOCC1	-16.0	2.2	-2.3	7.2	3.4	10.0	-0.2	20.4	-3.3
CC(O)Cc1cn([C@@H](CCCCN)C(=O)N2CCNCC2)nn1 (stereo partly specified)	8.7	3.5	0.8	11.8	5.1	8.6	0.1	12.2	-1.0
O=C(O)c1ccc(S(=O)(=O)N(Cc2cccs2)CC2CCCO2)cc1 (stereo unspecified)	-2.3	16.5	-0.4	18.7	2.6	-21.0	0.4	18.7	-0.1
O=C(Nc1cc(F)cc(F)c1)c1sc(Cl)nc1-c1ccccc1	-4.7	-0.4	-1.7	15.2	19.9	75.3*	0.9	1.7	-0.3
O=c1[nH]cnc2c1nc(SCc1ccccc1)n2C1OC(CO)C(O)C1O (stereo unspecified)	-4.0	-1.6	-0.5	-11.0	5.3	-0.8	0.0	5.4	-0.3
Cc1ccc2oc(=S)n(C)c2c1	-0.9	7.9	0.1	22.0	11.3	-29.0	0.2	12.0	0.1
CCCCNC(=O)c1ccc2c(c1)ncn2C1CCCC1	-7.5	-11.3	-1.5	22.2	4.4	-21.5	4.4	-1.1	3.0
Cc1cc(C(=O)OCC(=O)NCc2ccco2)c(C)n1-c1ccccc1	1.4	2.6	3.4	13.8	11.9	/	-2.0	-1.2	-14.3
c1ccc2c(SCc3cn4ccccc4n3)nncc2c1	-11.7	0.3	-1.6	27.7	4.6	13.3	-0.5	6.4	0.7
O=C(CSc1ncn[nH]1)N1CCCCC1	-8.0	0.1	-1.2	13.2	4.5	0.4	0.9	4.5	5.0
CC(C)NC(=O)c1onc(CSc2ccc(Cl)cc2)c1C(=O)O	1.5	21.6	-1.0	17.9	7.3	15.9	0.0	25.4	-0.8
Cc1ccc(S(=O)(=O)NCCCNS(C)(=O)=O)cc1	-1.2	-0.5	0.0	-5.2	7.8	-21.2	-0.3	16.3	-1.1
COc1ccc(CCN2C(=O)CCC2(C)C(=O)NCc2cccnc2)cc1OC (stereo unspecified)	1.5	-10.3	-1.0	-16.5	2.4	7.6	-0.1	-13.3	-1.5
CCOc1ccc(N(CC(=O)NCc2ccco2)S(=O)(=O)c2ccc(OC)c(OC)c2)cc1	0.6	2.7	-1.2	4.4	9.7	-3.2	-0.3	13.8	-2.0
CC(=O)N1CCc2cc(S(=O)(=O)NCCC(=O)N3CCc4ccccc4C3)ccc21	2.5	-5.2	2.9	-8.4	5.4	61.5	0.2	7.8	-1.7
NC(=O)c1ccccc1N/C=C/C(=O)c1ccc(Cl)cc1	-6.2	-13.5	4.4	84.0*[5 µM]	7.7	50.1	-1.2	4.9	-12.6
C[n+]1c2n(c3ccccc31)N=C(c1ccc(Br)cc1)CS2	-20.5	-5.9	0.0	16.8	10.8&2.7	-16.4	0.6	0.8	-6.3
CCOc1ccc(-c2cc(CCCC(=O)Nc3cccc(OC)c3)no2)cc1	-3.3	-2.0	-1.5	15.0	13.7	/	1.6	10.8	-12.1
COc1cccc(C2CC(=O)Nc3c2c(=O)[nH]c2ncnn32)c1 (stereo unspecified)	2.0	-2.0	-2.7	-2.3	2.3	1.5	3.8	6.7	0.2
Cc1c(CC=C(Cl)Cl)c(=O)[nH]c2c(C)cccc12	-13.4	-5.7	-2.3	-1.8	7.5	31.4	0.8	2.8	1.9
CC(C)(C)C(=O)NC1(C(F)(F)F)NC(=O)N(Cc2ccccc2)C1=O (stereo unspecified)	-14.8	-1.7	3.5	11.0	12.1	7.9	-0.1	3.1	1.5
CCCCCNC(=O)c1ccc2c(=O)[nH]c3c(C(=O)NCC4CCCO4)sc(=S)n3c2c1 (stereo unspecified)	-13.3	-4.4	-0.6	-30.7	6.4	25.7	0.0	2.2	-0.5
O=C(/C=C/c1ccc2c(c1)OCO2)Nc1nc2ccc(F)cc2s1	-16.2	-3.3	-2.3	-6.8	3.3	-118.9	0.3	2.9	1.6
Cc1nc(S(=O)(=O)c2ccc(Cl)cc2Cl)nc2c1CCC2	0.7	-3.4	-0.1	0.9	2.9	12.9	0.0	17.7	-3.0

(continued)
SMILES	Tb hexokinase	FXIa inh 1536	Wee1 degr inh	PPC-1+TRAIL kill	PGE2 EP2 inh	CHOP inhibitor	L929 necroptosis	FXIIa inh	TNF death inh
CCOC(=O)N1CCC(=NNC(=O)COc2ccc(C#N)cc2)CC1	-8.0	-1.6	2.2	21.5	3.9	16.5	1.5	3.7	0.4
C#CCN(C#N)c1nc(NCC)nc(NC(C)C)n1	4.1	-0.4	-4.0	-9.4	11.4	-6.5	0.2	-8.6	-0.8
COC(=O)C1=C(N)OC2=C(C(=O)CC(C)(C)C2)C1c1cccnc1 (stereo unspecified)	-3.2	-10.9	-1.7	1.3	5.5	7.1	-0.4	11.1	-0.2
O=C(O)c1cc(-c2ccc(/C=N/NC(=S)Nc3ccccc3)o2)ccc1Cl	-25.3	-1.2	-0.6	8.9	8.2	-9.6	2.5	-5.3	-0.6
Cc1ccc(C)c(-c2cc(C(=O)NNC(=S)NCC(C)C)c3ccccc3n2)c1	-4.0	9.7	-1.1	-4.5	13.2	27.3	0.6	5.9	0.7
CCOC(=O)c1cc(CC)sc1NC(=O)COC	-8.1	-0.4	1.8	10.3	7.2	43.6	-0.2	15.9	-2.7
Cc1ccc(CN2CCN(Cc3cccn3-c3nccs3)CC2CCO)cc1 (stereo unspecified)	0.8	-3.2	13.3*	14.9	4.8	6.9	0.5	4.1	2.2
COC(=O)Cc1ccc(NC(=S)NCCSc2ccc(Cl)cc2)cc1	2.2	-2.5	-0.2	-4.6	10.7	22.8	1.2	2.8	-16.3
CCOC(=O)CSc1nnc(-c2ccccc2NC(=O)c2ccccc2)o1	-25.0	1.6	-3.0	8.7	14.5	37.0	1.5	10.8	1.2
O=C(CCCn1c(=S)[nH]c2ccsc2c1=O)NCc1ccco1	-4.9	4.0	-1.3	7.7	4.2	3.7	2.8	17.1	1.3
CCCOc1ccc(-c2cnc(N)s2)cc1	-0.8	3.3	5.6	16.5	6.3	-4.4	-0.4	9.4	-16.1
CCn1cc(C2=NC(C(C)C)CO2)c2ccccc21 (stereo unspecified)	-10.5	6.3	6.0	24.6	5.4	-21.1	0.2	13.7	1.4
CC(C)C[C@H](NC(=O)CCCn1nnc2ccccc2c1=O)C(=O)O	-3.8	3.9	0.3	9.2	9.2	-4.8	-0.1	8.3	1.0
COc1ccc(OC)c(NC(=O)CN(C)S(=O)(=O)c2ccc(Cl)cc2)c1	-6.1	-3.5	0.8	30.6	8.6	6.0	2.5	4.0	0.9
O=C(Cn1cc(C(F)(F)F)ccc1=O)N/N=C/c1ccc(Cl)cc1	27.0	3.5	-0.3	13.3	8.9	-17.9	1.3	7.5	1.4
CNC(=S)Nc1ccc(Br)cc1	27.9	-2.5	4.4	-11.0	6.0	17.0	0.6	7.6	1.9
CN(C(=O)/C=C/c1ccccc1)C1CCS(=O)(=O)C1 (stereo unspecified)	-3.3	23.1	3.9	22.0	4.9	-13.6	0.1	21.1	0.2
Cc1nc2ccc(NC(=O)Cc3ccc4c(c3)OCCO4)cc2s1	0.8	11.3	0.0	14.5	7.6	-6.0	1.5	7.9	0.1
CC(=O)OCC12COC3c4ccccc4OC(C)(CC1C)C3C2C (stereo unspecified)	1.1	-4.1	-1.0	-6.5	5.1	6.9	1.5	10.9	-0.3
CN(CCc1ccccn1)C(=O)c1ccc(OC(F)(F)F)cc1	-0.2	-7.7	1.9	19.1	4.9	-1.2	0.7	10.4	1.1
CCn1cc(C(=O)NCCCOC)c2cc(OC)c(OC)cc2c1=O	-10.3	8.0	1.2	-1.4	8.8	5.3	3.2	12.5	1.3
O=C(NCc1ccco1)c1nc2ncccn2n1	-1.0	4.5	2.6	23.7	10.6	-14.3	0.0	21.9	-1.3
COC(=O)C1=NNC2(c3ccc(Cl)cc3)C(=O)N(c3ccccc3)C(=O)C12 (stereo unspecified)	-2.9	0.0	1.2	14.7	9.2	8.1	0.1	5.5	1.5
COCCSc1nnc(NC(=O)c2ccc(NC(C)=O)cc2)s1	-14.9	-4.8	13.6*	12.6	6.7&8.8	2.6	14.0	3.4	-0.2
O=C(CN1CCN(c2ccc(C(F)(F)F)cn2)CC1)Nc1ccc2c(c1)OCO2	-6.2	-3.1	6.3	5.0	7.2	21.7	0.1	3.1	1.1

Further records follow.
SMILES	Tb hexokinase	FXIa inh 1536	Wee1 degr inh	PPC-1+TRAIL kill	PGE2 EP2 inh	CHOP inhibitor	L929 necroptosis	FXIIa inh	TNF death inh
Nc1nc(Nc2ccc(Cl)cc2)nc2ccccc12	-5.3	0.8	-0.6	78.8*[5 µM]	10.5	64.0	0.7	10.8	-15.2
O=C(Nc1ccccc1)Nc1ccno1	-8.3	4.3	-2.1	11.8	14.9	-3.1	0.2	7.0	1.1
O=C(Nc1ccccc1C(=O)NCC1CCCO1)c1ccc(Cl)cc1Cl (stereo unspecified)	-0.2	3.6	-1.9	15.7	2.0	-3.3	-0.4	-1.5	-3.0
COc1ccc(C(=O)N2CCC(C(=O)Nc3ccc(C)cc3)CC2)cc1	7.6	5.5	-1.3	-21.6	6.5	17.6	0.5	14.5	0.4
CC(CC(=O)N1CCN(c2ccccc2F)CC1)c1ccccc1 (stereo unspecified)	-2.4	10.0	-1.9	29.3	8.0	-38.7	0.3	18.4	0.6
O=C1OC(c2ccc(Cl)cc2)=N/C1=C\c1cccnc1	-4.7	15.6	-2.2	1.5	15.2	-11.7	-0.7	22.7	-0.6
O=C(OCC1CC(c2ccccn2)=NO1)c1ccc(Br)cc1 (stereo unspecified)	3.0	-4.0	-0.8	-7.9	6.2	28.9	-0.6	2.5	0.9
CC(=O)OCN(C#N)c1nc(N(C)C)nc(N(C)C)n1	-1.2	15.0	0.1	3.1	3.5	15.5	-0.1	-0.5	-1.0
Cc1nc2c(N=Nc3ccccc3F)c(N)nn2c(N)c1C#N	-6.6	-5.9	-0.2	24.5	5.8	2.2	0.9	-2.2	-2.8
CN1CCc2c(OCC(=O)N3CCC(Cc4ccccc4)CC3)cccc2C1=O	-2.5	-4.1	-0.1	10.6	10.3	36.2	0.6	6.3	-4.5
CC(OC(=O)c1ccccc1O)C(=O)Nc1cccc(Cl)c1 (stereo unspecified)	-11.1	3.1	-2.7	17.9	5.1	41.8	1.2	8.8	-0.6
CCc1c(C)c2c(C)nn(-c3ccccc3)c2[nH]c1=O	3.6	-14.6	-2.5	-5.5	10.1	21.0	-0.2	2.4	0.5
COc1ccc(N2CCN(C(=O)c3ccc(NS(=O)(=O)c4ccccc4)cc3)CC2)cc1	-2.4	-2.1	2.0	17.0	6.9	24.0	0.1	2.8	-0.5
